Screens: PubChem, several laboratories
Pemphigus Ab inh: inhibitors of pemphigus antibody binding to human desmoglein-3; P32926; DSG3-coupled beads, scFv-anti-DSG3-GFP binding, flow cytometry; stronger effect = lower value; binding (percent of control), % at 10 µM; hit rate 0.48% among 310,000; AID 588358;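 active = binding more than 3 SD below its plate's average and above zero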; note: some compounds called inactive have numbers as strong as hits
Target sequence (P32926 whole entry, looked up): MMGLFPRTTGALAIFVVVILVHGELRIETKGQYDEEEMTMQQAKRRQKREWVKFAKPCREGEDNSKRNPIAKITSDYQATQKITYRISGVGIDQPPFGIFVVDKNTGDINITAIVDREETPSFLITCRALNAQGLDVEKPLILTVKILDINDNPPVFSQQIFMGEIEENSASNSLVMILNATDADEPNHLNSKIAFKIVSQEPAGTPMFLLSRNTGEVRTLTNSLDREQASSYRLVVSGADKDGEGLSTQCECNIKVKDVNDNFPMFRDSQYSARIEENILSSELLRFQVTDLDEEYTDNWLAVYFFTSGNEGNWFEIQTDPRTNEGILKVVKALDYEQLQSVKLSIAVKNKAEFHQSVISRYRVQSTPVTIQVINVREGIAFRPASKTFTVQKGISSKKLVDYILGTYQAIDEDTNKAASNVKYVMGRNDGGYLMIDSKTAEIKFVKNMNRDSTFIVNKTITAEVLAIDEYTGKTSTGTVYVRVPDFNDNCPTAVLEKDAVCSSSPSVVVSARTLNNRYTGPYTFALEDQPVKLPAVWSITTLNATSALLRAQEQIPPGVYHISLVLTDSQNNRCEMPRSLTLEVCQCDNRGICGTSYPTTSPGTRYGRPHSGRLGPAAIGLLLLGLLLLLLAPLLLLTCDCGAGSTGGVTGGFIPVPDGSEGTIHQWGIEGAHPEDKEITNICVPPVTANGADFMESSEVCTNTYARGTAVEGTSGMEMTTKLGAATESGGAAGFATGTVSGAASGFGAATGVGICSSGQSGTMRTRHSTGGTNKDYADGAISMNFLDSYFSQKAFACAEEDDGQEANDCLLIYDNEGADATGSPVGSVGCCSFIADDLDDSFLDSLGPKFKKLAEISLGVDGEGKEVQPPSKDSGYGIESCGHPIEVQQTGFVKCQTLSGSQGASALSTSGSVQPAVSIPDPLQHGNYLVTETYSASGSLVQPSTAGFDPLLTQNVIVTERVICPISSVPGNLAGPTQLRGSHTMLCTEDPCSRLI
PKA-R1A act: activates the PKA-R1A holoenzyme complex; PKA-R1A dissociation, Cy5-IP20 fluorescence polarization; scaled: DMSO 0%, 113 µM cGMP 100%; activation, % at 11.4 µM; P00514+P68181; AID 504707; hit rate 0.083% among 340,000;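 active = percent activation above the mean of all tested compounds plus 3 SD, cut at about 19% in these data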;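 note: higher means more PKAc released from R1A so a rise in polarization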
OPRM1-OPRD1 ag: OPRM1-OPRD1 heterodimerization agonism; P35372+P41143; cells, luminescence; activation, % at 9.3 µM; hit rate 0.3% among 340,000; in the data active = activation above about 18%;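 note: 0% = vehicle-treated cells and 100% = reference agonist; values of inactives mirror those of a sister screen read the other way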
HTR5A inv ctr: counter-screen for OPRM1-OPRD1 inverse agonists: human HTR5A inverse agonism | inhibition, % at 9.3 µM | P47898 | HTR5A cell line, luminescence | hit rate 0.083% among 340,000; in the data active = inhibition mostly above about 23%, no sharp cut-off; inactive = mostly below about 18%;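 note: 0% = cells with DMSO and 100% = no-cell wells with DMSO; some compounds called inactive have numbers as strong as hits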
AddAB inh: less growth of phage-infected E. coli with AddAB; E. coli expressing H. pylori AddAB, absorbance growth; inhibition, % at 11.9 µM; hit rate 0.29% among 330,000; in the data active = inhibition above about 12%;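 note: 0% = vehicle wells of infected cells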
phage Ecoli inh: E. coli growth loss with phage present; growth absorbance; inhibition, % at 11.9 µM; hit rate 0.26% among 360,000; in the data active = inhibition above about 11%
SUMO Mot1 rescue: blocks SUMOylation pathway, rescuing yeast Mot1-301 growth; hit rate 1% among 320,000; S. cerevisiae Mot1-301 growth rescue, ATP luminescence, 38.5C; percent above DMSO median, 100 means doubled; growth rescue, % at 18.8 µM; AID 2716;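 active = every valid replicate shows activation above 250% relative to neutral control wells; inactive = the rest, any valid replicate at or below 250%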;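 note: OY570 slx delta 5 strain wells were the positive control but not used for scaling; some compounds called inactive have numbers as strong as hits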
E coli growth: bacterial growth inhibition, counter-screen for AddAB inhibitors; AID 449728; E. coli V3065 growth, OD600 absorbance, 18 h; inhibition, % at 11.9 µM; hit rate 0.27% among 330,000;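 active = inhibition above the campaign's mean inhibition across all tested compounds plus 3 SD, cut at about 9.9% in these data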;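 note: uninfected addAB+ strain grown without phage in ampicillin broth; 0% = DMSO wells and 100% = ciprofloxacin 0.95 µg/ml wells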
OPRM1-OPRD1 inv: mu-delta opioid heterodimer inverse agonism; P35372+P41143; hit rate 0.21% among 340,000; inhibition, % at 9.3 µM; cell-based MOR-DOR heterodimer luminescence; AID 504357; in the data active = inhibition above about 22%, passing the limit was not always enough;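 note: 0% = cells with DMSO and 100% = wells without cells with DMSO; values of inactives mirror those of a sister screen read the other way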
PfHsp90 set2: inhibits growth of yeast expressing Plasmodium falciparum Hsp90; S. cerevisiae expressing PfHsp90, BacTiter-Glo ATP, 48 h; yeast lacking PDR1 and PDR3 efflux regulators; AID 504621; inhibition, % at 9.4 µM; hit rate 0.32% among 310,000;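 active = every replicate shows inhibition above about 80%, whatever the replicate mean, limit read from the data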;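 note: 0% = DMSO neutral controls and 100% = 20 µM radicicol positive controls; yeast relying on Plasmodium falciparum Hsp90 in place of its own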
HTR5A ag: counter-screen for OPRM1-OPRD1 agonists: human HTR5A agonism; P47898; HTR5A agonist assay, luminescence, cell-based; activation, % at 9.3 µM; hit rate 0.61% among 340,000; AID 504692; in the data active = activation mostly above about 9.5%, no sharp cut-off; inactive = mostly below about 7.6%;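 note: 0% = cells with vehicle only and 100% = reference agonist; strong numbers were not always called active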
Numbers without * were called inactive.

Screening O=C(NC(=S)N1CCc2ccccc21)c1ccc(Br)o1 returned Pemphigus Ab inh 113, PKA-R1A act 8, OPRM1-OPRD1 ag -1.5, HTR5A inv ctr -2, AddAB inh -2.9, phage Ecoli inh -6.9, SUMO Mot1 rescue 33, E coli growth -5.8, OPRM1-OPRD1 inv 7 and HTR5A ag 1.
`CCCc1nnc(SCC(=O)N(CC)CC)n1CC1CCCO1` (stereo unspecified) gave Pemphigus Ab inh 98, PKA-R1A act -6, OPRM1-OPRD1 ag -2.2, HTR5A inv ctr 13, AddAB inh 1.2, phage Ecoli inh 4.3, E coli growth 1.6, OPRM1-OPRD1 inv 11, PfHsp90 set2 6 and HTR5A ag -4.
`O=S(=O)(c1ccc(Br)s1)N1CCN(c2ccc(F)cc2)CC1` gave Pemphigus Ab inh 100, PKA-R1A act -3, OPRM1-OPRD1 ag 1.8, HTR5A inv ctr 4, AddAB inh 5.7, phage Ecoli inh 2.0, SUMO Mot1 rescue 189, E coli growth 0.9, OPRM1-OPRD1 inv -10, PfHsp90 set2 -6 and HTR5A ag -1.
COc1ccc(OC)c(N(CC(=O)NN=C2CCN(C)CC2)S(=O)(=O)c2ccccc2)c1 was read as PKA-R1A act -8, OPRM1-OPRD1 ag -0.9, HTR5A inv ctr 1, AddAB inh 2.2, phage Ecoli inh 2.5, SUMO Mot1 rescue -2, E coli growth -1.0, OPRM1-OPRD1 inv 6, PfHsp90 set2 25 and HTR5A ag 0.
CCOC(=O)Cc1nnc(NC(=O)c2cccc(OCC)c2)s1 was read as Pemphigus Ab inh 93, PKA-R1A act 2, OPRM1-OPRD1 ag -0.7, HTR5A inv ctr -32, AddAB inh 5.9, phage Ecoli inh 2.9, SUMO Mot1 rescue -7, E coli growth -2.0, OPRM1-OPRD1 inv 3, PfHsp90 set2 12 and HTR5A ag 13.
`CCCCOC(=O)Nc1nnc(CCc2ccccc2)s1` gave Pemphigus Ab inh 99, PKA-R1A act -8, OPRM1-OPRD1 ag -1.4, HTR5A inv ctr -27, AddAB inh -0.8, phage Ecoli inh 1.2, SUMO Mot1 rescue 5, E coli growth -2.1, OPRM1-OPRD1 inv 8, PfHsp90 set2 -15 and HTR5A ag -6.
`O=C(C1CCCCC1)N1CCN(S(=O)(=O)c2cccc([N+](=O)[O-])c2)CC1` gave Pemphigus Ab inh 94, PKA-R1A act -7, OPRM1-OPRD1 ag -1.6, HTR5A inv ctr -20, AddAB inh 3.7, phage Ecoli inh 1.3, SUMO Mot1 rescue -4, E coli growth -0.3, OPRM1-OPRD1 inv 8, PfHsp90 set2 -18 and HTR5A ag -3.
Screening O=C(NCc1ccco1)C1CCN(C(=O)c2cc3sccc3n2Cc2ccc(Cl)cc2)CC1 returned Pemphigus Ab inh 105, PKA-R1A act -7, OPRM1-OPRD1 ag 2.1, HTR5A inv ctr -31, AddAB inh 0.1, phage Ecoli inh 0.5, SUMO Mot1 rescue -8, E coli growth 0.9, OPRM1-OPRD1 inv -13, PfHsp90 set2 -18 and HTR5A ag 12.
Cc1nnc(NC(=O)CSc2nnc(CNC(=O)c3ccc(S(=O)(=O)N(C)C)cc3)o2)s1 was read as Pemphigus Ab inh 102, PKA-R1A act -5, OPRM1-OPRD1 ag -3.4, HTR5A inv ctr -13, AddAB inh 1.5, phage Ecoli inh -0.2, SUMO Mot1 rescue -7, E coli growth -4.4, OPRM1-OPRD1 inv 19, PfHsp90 set2 -4 and HTR5A ag -3.
Cc1cc(C)c(C#N)c(SCC(=O)c2cc(C)n(CCc3ccccc3)c2C)n1 was read as Pemphigus Ab inh 90, PKA-R1A act 5, OPRM1-OPRD1 ag -0.2, HTR5A inv ctr -23, AddAB inh 0.1, phage Ecoli inh 2.9, SUMO Mot1 rescue 116, E coli growth 0.1, OPRM1-OPRD1 inv 1, PfHsp90 set2 -4 and HTR5A ag 7.
Cc1cccc(C)c1-n1c(SCC(=O)Nc2ccc(C(=O)O)cc2)nnc1-c1cccc(S(=O)(=O)N(C)C)c1 was read as Pemphigus Ab inh 104, PKA-R1A act 2, OPRM1-OPRD1 ag -1.0, HTR5A inv ctr -41, AddAB inh 1.2, phage Ecoli inh 4.2, SUMO Mot1 rescue 26, E coli growth -1.1, OPRM1-OPRD1 inv 6, PfHsp90 set2 12 and HTR5A ag -2.
CNC(=O)CSc1nc2c(c(=O)n(C)c(=O)n2C)n1Cc1ccc(C)cc1 was read as Pemphigus Ab inh 95, PKA-R1A act -10, OPRM1-OPRD1 ag -0.7, HTR5A inv ctr -18, AddAB inh 2.1, phage Ecoli inh 1.3, SUMO Mot1 rescue 6, E coli growth 0.4, OPRM1-OPRD1 inv 4, PfHsp90 set2 4 and HTR5A ag 12.
`COc1cc([N+](=O)[O-])cc2cc(C(=O)NC(C)(C)C)c(=O)oc12` gave Pemphigus Ab inh 78, PKA-R1A act 3, OPRM1-OPRD1 ag -1.6, HTR5A inv ctr 7, AddAB inh -2.2, phage Ecoli inh 5.0, SUMO Mot1 rescue 2, E coli growth -1.9, OPRM1-OPRD1 inv 8, PfHsp90 set2 -16 and HTR5A ag -1.
CC(=O)N1CCN(C(C)=O)C1c1ccccc1 was read as PKA-R1A act 3, OPRM1-OPRD1 ag -1.8, HTR5A inv ctr -1, AddAB inh 2.6, phage Ecoli inh 0.7, SUMO Mot1 rescue 6, E coli growth 3.0, OPRM1-OPRD1 inv 10, PfHsp90 set2 52 and HTR5A ag 2.
For O=C(NCC1CCCO1)C1CCCN(Cc2cnn(-c3ccccc3)c2-n2cccc2)C1 (stereo unspecified) the results were Pemphigus Ab inh 105, PKA-R1A act -5, OPRM1-OPRD1 ag -1.1, HTR5A inv ctr -2, AddAB inh 0.3, phage Ecoli inh 4.6, SUMO Mot1 rescue 0, E coli growth -0.9, OPRM1-OPRD1 inv 6, PfHsp90 set2 13 and HTR5A ag 0.
For CN(C)c1cc[n+](CC(=O)c2ccc(OC(F)F)cc2)cc1 the results were Pemphigus Ab inh 94, PKA-R1A act -5, OPRM1-OPRD1 ag -1.8, HTR5A inv ctr -6, AddAB inh 0.3, phage Ecoli inh 1.5, SUMO Mot1 rescue -18, E coli growth 0.9, OPRM1-OPRD1 inv 9, PfHsp90 set2 13 and HTR5A ag 2.
COc1ccc(-n2c(CN3CCN(c4ccccc4OC)CC3)nc3ccc([N+](=O)[O-])cc3c2=O)c(OC)c1 was read as Pemphigus Ab inh 101, PKA-R1A act -5, OPRM1-OPRD1 ag -2.2, HTR5A inv ctr -39, phage Ecoli inh 4.5, OPRM1-OPRD1 inv 10, PfHsp90 set2 -4 and HTR5A ag 9.9*.
For CC(C)(CNC(=O)c1ccc(NS(=O)(=O)c2ccc(F)cc2)cc1)N1CCOCC1 the results were Pemphigus Ab inh 105, PKA-R1A act -3, OPRM1-OPRD1 ag 0.7, HTR5A inv ctr -8, phage Ecoli inh -2.0, SUMO Mot1 rescue -17, OPRM1-OPRD1 inv -4, PfHsp90 set2 13 and HTR5A ag 3.
Screening COc1ccnc(N=CNOCc2cccc(Cl)c2Cl)c1C#N returned Pemphigus Ab inh 102, PKA-R1A act 0, OPRM1-OPRD1 ag -1.1, HTR5A inv ctr 12, AddAB inh 1.8, phage Ecoli inh 3.5, SUMO Mot1 rescue -14, E coli growth 1.3, OPRM1-OPRD1 inv 6 and HTR5A ag -5.
`Cc1nc(C(=O)N2CCCC(N3CCN(c4ccccc4C)CC3)C2)cs1` (stereo unspecified) gave Pemphigus Ab inh 98, PKA-R1A act 0, OPRM1-OPRD1 ag -2.4, HTR5A inv ctr 14, AddAB inh -0.6, phage Ecoli inh 2.0, SUMO Mot1 rescue -6, E coli growth 0.8, OPRM1-OPRD1 inv 13, PfHsp90 set2 1 and HTR5A ag -2.

Sorted by heavy-atom count (largest number first): 4 of the compounds above
Cc1cccc(C)c1-n1c(SCC(=O)Nc2ccc(C(=O)O)cc2)nnc1-c1cccc(S(=O)(=O)N(C)C)c1 was read as Pemphigus Ab inh 104, PKA-R1A act 2, OPRM1-OPRD1 ag -1.0, HTR5A inv ctr -41, AddAB inh 1.2, phage Ecoli inh 4.2, SUMO Mot1 rescue 26, E coli growth -1.1, OPRM1-OPRD1 inv 6, PfHsp90 set2 12 and HTR5A ag -2.
`O=C(C1CCCCC1)N1CCN(S(=O)(=O)c2cccc([N+](=O)[O-])c2)CC1` gave Pemphigus Ab inh 94, PKA-R1A act -7, OPRM1-OPRD1 ag -1.6, HTR5A inv ctr -20, AddAB inh 3.7, phage Ecoli inh 1.3, SUMO Mot1 rescue -4, E coli growth -0.3, OPRM1-OPRD1 inv 8, PfHsp90 set2 -18 and HTR5A ag -3.
Screening O=C(NC(=S)N1CCc2ccccc21)c1ccc(Br)o1 returned Pemphigus Ab inh 113, PKA-R1A act 8, OPRM1-OPRD1 ag -1.5, HTR5A inv ctr -2, AddAB inh -2.9, phage Ecoli inh -6.9, SUMO Mot1 rescue 33, E coli growth -5.8, OPRM1-OPRD1 inv 7 and HTR5A ag 1.
CC(=O)N1CCN(C(C)=O)C1c1ccccc1 was read as PKA-R1A act 3, OPRM1-OPRD1 ag -1.8, HTR5A inv ctr -1, AddAB inh 2.6, phage Ecoli inh 0.7, SUMO Mot1 rescue 6, E coli growth 3.0, OPRM1-OPRD1 inv 10, PfHsp90 set2 52 and HTR5A ag 2.

Additional compounds.
For CC(NC(=O)Cn1c(NCCO)nc2ccccc21)c1ccccc1 (stereo unspecified) the results were Pemphigus Ab inh 98, PKA-R1A act 6, AddAB inh 1.7, phage Ecoli inh 0.2, SUMO Mot1 rescue 186, E coli growth -1.3 and PfHsp90 set2 -14.
Screening O=C(NC(=S)Nc1ccc(S(=O)(=O)N2CCCCCC2)cc1)c1cccs1 returned Pemphigus Ab inh 87, PKA-R1A act -2, OPRM1-OPRD1 ag 6.1, HTR5A inv ctr -7, AddAB inh 3.3, phage Ecoli inh 1.7, SUMO Mot1 rescue 3, E coli growth 0.4, OPRM1-OPRD1 inv -31, PfHsp90 set2 -6 and HTR5A ag 3.
Screening Cc1cccc(C)c1OCc1nnc(SCC(=O)Nc2nccs2)n1-c1ccccc1 returned Pemphigus Ab inh 34*, PKA-R1A act 4, OPRM1-OPRD1 ag 4.9, HTR5A inv ctr -35, AddAB inh 1.9, phage Ecoli inh 1.5, SUMO Mot1 rescue -14, E coli growth -1.3, OPRM1-OPRD1 inv -24, PfHsp90 set2 18 and HTR5A ag 13.
`COc1ccc(-c2nn(-c3ccccc3)cc2/C=N/NS(=O)(=O)c2ccccc2)cc1` gave Pemphigus Ab inh 97, PKA-R1A act -8, OPRM1-OPRD1 ag 1.2, HTR5A inv ctr -3, AddAB inh -1.0, phage Ecoli inh 0.6, SUMO Mot1 rescue 95, E coli growth -2.1, OPRM1-OPRD1 inv -6, PfHsp90 set2 -18 and HTR5A ag 1.
For Cc1ccc(-c2cc(C(=O)N/N=C/c3c[nH]c4ccccc34)[nH]n2)cc1 the results were Pemphigus Ab inh 109, PKA-R1A act 2, OPRM1-OPRD1 ag -3.2, HTR5A inv ctr -10, phage Ecoli inh 0.6, OPRM1-OPRD1 inv 15, PfHsp90 set2 -1 and HTR5A ag 4.
